Bioassay records deposited in PubChem BioAssay by National Center for Advancing Translational Sciences (NCATS).
POLH inh: qHTS for Inhibitors of Polymerase Eta | recombinant Pol eta, fluorescent DNA replication assay | Potency, µM (titrated, usually from 114 µM), for inactives: at the top dose activity change, negative = inhibition, hits mostly inhibitors | 390,000 tested, 1.2% active | AID 588591, 2011; further: potency means the concentration at half of the fitted maximal effect; on the % scale 0 is the no-effect control and ±100 the full control effect
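Fluorescent replication assay: 50 nM final substrate added after a 15 min room-temperature compound preincubation with 10 nM enzyme. Signal taken at 0 min and again at 10 min.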
Apoferritin bind: qHTS Assay for Identification of Novel General Anesthetics | 350,000 tested, 0.074% active | AID 485281, 2010 | Potency, µM (top dose mostly 77.5 µM), for the others: at the highest dose activity change, negative = displacement, actives largely listed as inhibitors | apoferritin/1-aminoanthracene competitive binding, fluorescence; further: potency means the concentration at half of the fitted maximal effect; on the % scale 0 is the no-effect control and ±100 the full control effect; nearly all actives have a fitted effect of over 20% in size
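Horse-spleen apoferritin (10 uM) in 50% saturated 1-aminoanthracene in PBS was incubated 10 min at room temperature with compound. Fluorescence (ex 380, em 535 nm) was normalized to free and bound 1-AMA, with concentration-response fitted by a four-parameter Hill equation.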
RGS4 inhibitor: Inhibitors of Regulator of G Protein Signaling (RGS) 4: qHTS. Transcreener GDP fluorescence polarization, RGS4-accelerated GTP hydrolysis. Potency, µM (doses to about 114 µM), for the others: at the top dose activity change, negative = inhibition, most hits filed as inhibitors. 390,000 tested, 0.039% active; further: potency means the concentration at half of the fitted maximal effect; on the % scale 0 is the no-effect control and ±100 the full control effect; nearly all actives have a fitted effect of over 75% in size; some results filed as inactive show a strong effect at the top dose
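MLSMR compounds (23 nl, pin-transferred) preincubated 10 min at room temperature with a 500nM (2x) first reagent, then RGS4 at 900nM (2x) plus Transcreener GDP mix added; fluorescence polarization (620/688 nm) read before and after 90 min at 30 °C.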
LDHA inh: qHTS assay for inhibitors of human lactate dehydrogenase; activity change, % (values are at about 110 or 230 µM); 480,000 tested, 0.15% active; purified LDHA, NADH/diaphorase-resazurin fluorescence; stronger effect = lower value; in the data active means activity change below about -30%; inconclusive means mostly about -25% to -30%;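 further: plate controls were DMSO wells for no effect and wells without enzyme for full effect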
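Human LDH5 at 2 nM final in Tris HCl pH 7.4 with 0.06 mM NADH and 0.2 mM pyruvate, reacted 5 minutes at room temperature. Remaining NADH coupled via diaphorase/resazurin; resorufin fluorescence read at 0 and 20 minutes, normalized to enzyme-free and DMSO wells.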
Pol beta inh: qHTS Assay for Inhibitors of DNA Polymerase Beta; Potency, µM (doses to about 114 µM), without a hit: at the top dose activity change, negative = inhibition, most hits filed as inhibitors; 340,000 tested, 1.3% active; AID 485314, 2010; P06746; Pol beta primer extension/strand displacement, fluorescence kinetic; further: potency means the concentration at half of the fitted maximal effect; on the % scale 0 is the no-effect control and ±100 the full control effect
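Homogeneous kinetic assay of primer extension and strand displacement by 10 nM Pol beta, preincubated 15 min at room temperature with compound before 50 nM substrate (final) was added. Read at 0 and 10 min; four-parameter Hill fit.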
ERG-DNA inh: qHTS for Small Molecule Inhibitors of the ERG Ets/DNA interaction. fluorescence polarization, His-ERG Ets domain / labelled DNA. 370,000 tested, 0.028% active. Transcriptional regulator ERG (Homo sapiens), P11308. Potency, µM (doses to about 76.9 µM), for the others: at the top dose FP activity, negative = inhibition, most hits filed as inhibitors. AID 624246, 2012; active means well fitted inhibition curve with a large enough effect in the polarisation, with a control signal flat; inconclusive means small, poorly fitted or top-dose-only effect, or effect the other way, or a change in a side signal; inactive means no such curve, though single readings can be large or run the other way; the % refers to the polarisation;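 further: polarization taken with two DNA probes labelled with fluorescein and Texas red; potency means the concentration at half of the fitted maximal effect; % of control where 0% means no effect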
Target sequence (P11308 whole entry, looked up, the tested form may be a part): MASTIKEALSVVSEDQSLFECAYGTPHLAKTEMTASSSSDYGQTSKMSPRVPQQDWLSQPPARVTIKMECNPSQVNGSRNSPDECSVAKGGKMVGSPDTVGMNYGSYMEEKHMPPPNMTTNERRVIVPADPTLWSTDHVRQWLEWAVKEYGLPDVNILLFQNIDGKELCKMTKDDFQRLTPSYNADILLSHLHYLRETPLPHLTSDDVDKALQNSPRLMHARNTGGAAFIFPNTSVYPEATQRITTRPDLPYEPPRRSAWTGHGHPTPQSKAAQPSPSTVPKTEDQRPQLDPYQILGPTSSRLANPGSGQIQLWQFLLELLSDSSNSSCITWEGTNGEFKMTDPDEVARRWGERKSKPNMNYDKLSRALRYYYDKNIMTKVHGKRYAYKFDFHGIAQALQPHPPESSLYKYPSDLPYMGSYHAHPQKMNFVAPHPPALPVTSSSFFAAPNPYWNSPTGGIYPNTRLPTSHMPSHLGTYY
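His-tagged ERG Ets domain (1 uM in the protein solution; 300mM KCl, 50mM Tris-HCl, 1mM EDTA, 1mM DTT, pH 7.5) received compound, then a probe mix of 5 nM fluorescein-DNA and 100nM Texas-615-DNA. Fluorescence polarization was read for both dyes.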
POLK inh: qHTS for Inhibitors of Polymerase Kappa. AID 588579, 2011. Potency, µM (highest dose often 107 µM), without a hit: at the highest dose activity, negative = inhibition, most hits filed as inhibitors. 400,000 tested, 0.53% active. purified Pol kappa, fluorescent DNA synthesis assay, 10 min; further: potency means the concentration at half of the fitted maximal effect; on the % scale 0 is the no-effect control and ±100 the full control effect
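Fluorescent qHTS in 1536-well format: enzyme (10 nM) and compound sat 15 min at room temperature before 50 nM substrate (final) was added. Signal taken at 0 and 10 min; no-enzyme buffer wells were negative controls.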
APE1 inh: qHTS Assay for Inhibitors of the Human Apurinic/apyrimidinic Endonuclease 1 (APE1); DNA repair nuclease/redox regulator APEX1 (Homo sapiens), P27695; recombinant APE1, TAMRA/BHQ-2 abasic DNA cleavage fluorescence; Potency, µM (highest dose often 65.8 µM), for inactives: top-dose activity change, negative = inhibition, actives largely listed as inhibitors; 350,000 tested, 0.35% active; AID 2517, 2012;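 further: potency means the concentration at half of the fitted maximal effect; plate controls were vehicle for no effect and reference inhibitor for full effect; nearly all actives have a fitted effect of over 55% in size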
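Quantitative HTS: incision of a TAMRA/BHQ-2 double-stranded substrate bearing a tetrahydrofuran abasic site by 0.75 nM APE1 raises fluorescence. Substrate 50 nM final, added after 15 min compound preincubation at room temperature; progress as third-minus-first kinetic read difference.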
ALOX12 inh: Primary qHTS assay for inhibitors of human arachidonate 12S-lipoxygenase (ALOX12): Round 2; Polyunsaturated fatty acid lipoxygenase ALOX12 (Homo sapiens), P18054; purified 12hLO, xylenol orange hydroperoxide absorbance; Potency, µM (titrated, usually from 108 µM), for the others: at the highest dose activity change, negative = inhibition, actives largely listed as inhibitors; 580,000 tested, 1.1% active; AID 1671190, 2021; further: potency means the concentration at half of the fitted maximal effect; on the % scale 0 is the no-effect control and ±100 the full control effect
Target sequence (P18054 whole entry, looked up): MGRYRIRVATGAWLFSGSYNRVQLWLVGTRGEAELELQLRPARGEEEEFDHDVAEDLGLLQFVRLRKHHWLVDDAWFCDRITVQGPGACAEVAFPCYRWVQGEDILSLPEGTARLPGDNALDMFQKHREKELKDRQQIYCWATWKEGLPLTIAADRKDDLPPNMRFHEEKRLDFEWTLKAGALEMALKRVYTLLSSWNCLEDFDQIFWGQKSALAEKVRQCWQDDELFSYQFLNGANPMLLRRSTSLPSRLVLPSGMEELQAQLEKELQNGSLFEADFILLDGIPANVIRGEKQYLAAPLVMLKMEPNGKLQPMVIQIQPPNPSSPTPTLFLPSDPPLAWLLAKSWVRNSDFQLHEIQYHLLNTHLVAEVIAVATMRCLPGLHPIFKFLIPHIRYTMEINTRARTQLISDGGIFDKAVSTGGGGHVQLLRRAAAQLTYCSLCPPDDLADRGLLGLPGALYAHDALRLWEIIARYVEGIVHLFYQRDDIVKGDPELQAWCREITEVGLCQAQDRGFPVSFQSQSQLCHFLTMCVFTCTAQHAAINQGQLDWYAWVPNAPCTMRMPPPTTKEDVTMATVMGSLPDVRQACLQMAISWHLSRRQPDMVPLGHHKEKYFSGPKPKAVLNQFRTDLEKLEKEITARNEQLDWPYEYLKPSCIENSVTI
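Purified human 12hLO (150 nM final) in 25 mM Hepes, 0.01% Triton X-100, pH 7.0 was preincubated 15 min at room temperature with compound. Then 40 uM arachidonic acid was added, 30 min. Hydroperoxide was read by Fe-XO absorbance ratio 573/405 nm.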
Numbers without * were called inactive; ? = inconclusive; · = not tested or not shown; & = joins results of further samples; [ ] = remark or other dose. Unless noted, the call rests on the fitted dose curve; in most records, active means well fitted curve in the direction sought with a large enough effect; inconclusive means small, poorly fitted or top-dose-only effect, or another doubt; inactive means no such curve, though single readings can be large; an effect the other way counts as inactive or inconclusive. These rows are one share of the data, so the mix of outcomes need not match the whole.

SMILES	POLH inh	Apoferritin bind	RGS4 inhibitor	LDHA inh	Pol beta inh	ERG-DNA inh	POLK inh	APE1 inh	ALOX12 inh
CCOC(=O)[C@@H]1[C@H]2COc3ccccc3[C@H]2N2C(=O)N(c3cccc(Cl)c3)C(=O)[C@@]12C	-21%	-10%	24%	-7	16%	-2%	-14%	-9%	·
COc1ccc(/C=C(/NC(=O)c2ccccc2)C(=O)N/N=C/c2ccc3c(c2)OCO3)cc1OC	-9%	66%[activator]	-26%	2	19%	·	2%	0%	16%
CC1CCC(NC(=O)c2cnccn2)CC1 (centres undefined)	0%	-15%	-2%	-12	3%	-4%	-2%	-2%	124%[activator]
CCNC(=O)COC(=O)CCNC(=O)c1ccc(Cl)cc1	11%	37%[activator]	9%	-2	47%[activator]	0%	-7%	14%	15%
O=S(=O)(NCCSCc1ccc(Cl)c(Cl)c1)c1ccc2c(c1)OCCO2	?	·	22%	-2	·	8%	-7%	·	0%
O=C(NCc1ccccn1)c1ccc(Cn2c(=S)[nH]c3ccccc3c2=O)cc1	-17%	-3%	?	-2	?	13%	-11%	-1%	-4%
CC1CC(=O)N(CC(=O)NCc2ccc(F)cc2)c2ccccc2S1(=O)=O (centres undefined)	-11%	-4%	-1%	-2	26%	5%	-4%	37%	7%
CCOC(=O)C1CCCN(C2CC(=O)N(c3ccc(NC(C)=O)cc3)C2=O)C1 (centres undefined)	-18%	-3%	-24%	-2	?	1%	7%	1%	?
Cc1cnc(NC(=O)CSc2ncc(-c3ccccc3)n2Cc2ccco2)s1	-20%	3%	-2%	0	-18%	-10%	2%	-7%	4%
CC(=O)NS(=O)(=O)c1ccc(NC(=S)Nc2ccccc2)cc1	-10%	-3%	-7%	-6	-3%	5%	1%	25%	15%
O=C(Cn1cc(COc2ccccc2C(F)(F)F)nn1)c1ccc(O)cc1	-18%	·	?	7	·	-15%	-2%	·	-17%
CCOC(=O)C1CN(c2cc3c(cc2F)c(=O)c(C(=O)O)cn3CC)OC1C(=O)OCC (centres undefined)	-17%	-9%	1%	6	23%	2%	-18%	1%	-6%
COc1ccc(NS(=O)(=O)c2ccc(NC(=S)NC(=O)c3ccc(Br)cc3)cc2)nn1	0%	-1%	-42%	-6	18%	3%	-39%	6%	25µM*
Cc1ccc(/C=C/C(=O)N2CCN(c3ccc(F)cc3)CC2)o1	-20%	-13%	-22%	1	-19%	0%	-12%	-2%	-1%
COc1ccc(N2CCN(S(=O)(=O)c3ccc(Cl)c(C(F)(F)F)c3)CC2)cc1	-8%	-13%	-12%	-1	-11%	-2%	0%	5%	-25%
Cn1c(N)c(N=Cc2ccccc2)c(=O)n(C)c1=O	-8%	·	-25%	22	·	-3%	-7%	·	-15%
CCn1nnc(NC(=O)C(C)Oc2ccc(Cl)cc2Cl)n1 (centres undefined)	-7%	-12%	21%	-5&-4	2%	-2%	-2%	-2%	?
CC(C)C(C(=O)Nc1ccncc1)c1ccc(Cl)cc1 (centres undefined)	-8%	-10%	35%	-3	28%	3%	-4%	-7%	11%
CSc1nc(SC(C)C(=O)O)c2c3c(sc2n1)COC(C)(C)C3 (centres undefined)	-4%	-2%	5%	-4	-2%	1%	0%	2%	0%
CCN(CC)Cc1cc(C(C)=O)ccc1OCC(C)C	-2%	-9%	-15%	-5	-3%	-5%	-12%	30%	?
COc1cc(/C=C2/C(=O)NN(c3cccc(C)c3)C2=O)cc([N+](=O)[O-])c1O	22µM*	-17%	-18%	6	?	12%	?	?	?
COc1cc([N+](=O)[O-])cc2cc(C(=O)N3CCCC3)c(=O)oc12	-13%	-13%	-22%	0	-4%	1%	1%	6%	-3%
CC(OC(=O)CNC(=O)c1ccccc1F)C(=O)Nc1nc(-c2ccccc2)cs1 (centres undefined)	-21%	?	6%	-5	-1%	26%	-12%	2%	-23%
CC(C)c1ccc(-c2noc(C3CCCN(S(C)(=O)=O)C3)n2)cc1 (centres undefined)	-23%	?	-21%	0	-3%	·	-10%	-2%	1%[57.4 µM]
Cc1c(NC(=O)c2ccc3c(c2)OCO3)c(=O)n(-c2ccccc2)n1C	0%	6%	1%	1	8%	·	0%	-3%	-30%
SMILES	POLH inh	Apoferritin bind	RGS4 inhibitor	LDHA inh	Pol beta inh	ERG-DNA inh	POLK inh	APE1 inh	ALOX12 inh
Brc1ccc(-c2ncc(-c3ccccc3)cn2)cc1	-23%	-8%	20%	0	1%	-2%	-2%	13%	348%[activator]
O=C(c1cn(CCOc2ccc(Cl)cc2)c2ccccc12)C1CCCCC1	-19%	-14%	-7%	-4	24%	-12%	-12%	·	-1%
O=C(c1ccc(OCc2cn3ccccc3n2)cc1)N1CCN(S(=O)(=O)c2ccccc2F)CC1	?	·	-22%	0	·	6%	-13%	8%	-9%
CC1(C(=O)Nc2ccc3c(c2)OCCO3)CC1(Cl)Cl (centres undefined)	-11%	?	1%	-6	8%	-1%	-3%	28%	-24%
CC(C)CCn1cnc2c(c1=O)c1nc3ccccc3nc1n2Cc1ccc2c(c1)OCO2	-13%	-7%	-26%	0	-1%	·	2%	1%	2%[57.4 µM]
COc1cc(OC)c(NS(=O)(=O)c2cc(C(=O)OCC(=O)NCC3CCCO3)ccc2OC)cc1Cl (centres undefined)	-9%	-20%	-8%	-13	8%	4%	1%	1%	-17%
Cc1ccc(NNc2c(C)nc3ccccc3nc2=O)cc1	-13%	-5%	-22%	0	9%	2%	-2%	19%	-17%
Cc1ccc(/C=N/NC(=O)C2(C)CC2(Br)Br)cc1 (centres undefined)	-13%	?	?	-16	?	-1%	-10%	-6%	4%
CCOc1ccc(/C=C/C(=O)CCC(=O)O)cc1	-21%	-6%	-31%	-1	-9%	9%	-1%	3%	-13%
O=C(N/N=C/C=C/c1ccccc1)c1cccs1	-5%	-18%	11%	-8	2%	-12%	-19%	-5%	0%
CCOCCn1c(SCc2ccccc2)nc2c1c(=O)[nH]c(=O)n2C	2%	2%	7%	-7	-1%	-6%	-18%	-8%	29%
O=c1c2ccccc2nc(N2CCN(c3ccccc3)CC2)n1Cc1ccccc1	-13%	5%	6%	0	-1%	2%	-10%	-10%	10%
CCCn1nc(Oc2nc(SC)nc(N(C)C)n2)ccc1=O	-15%	-12%	0%	-4	2%	5%	0%	1%	5%
COc1ccc(CCNC(=O)C2CCN(S(=O)(=O)N3CCCCC3)CC2)cc1OC	0%	-7%	4%	1	2%	8%	-2%	-5%	22%
CCC(C(=O)OCC(=O)N1CCN(S(=O)(=O)c2ccc(C)cc2C)CC1)c1ccccc1 (centres undefined)	-27%	·	-19%	2	·	25%[15.4 µM]	1%	7%	339%[activator]
O=C(O)c1ccc(NS(=O)(=O)c2cccc3cccnc23)cc1	-2%	3%	16%	-2	13%	-7%	-14%	-4%	4%
COc1ccccc1N1CCN(C(=O)CN2C(=O)c3cccc4cccc(c34)C2=O)CC1	-12%	-11%	-6%	-13	-1%	3%	-4%	2%	-6%
COc1ccccc1NS(=O)(=O)c1ccc2nc(CCl)[nH]c2c1	8%	-4%	-1%	6	3%	20%	1%	-15%	-11%
CCC(CC)C(=O)Oc1c(Sc2ccccc2[N+](=O)[O-])c(C)nn1C(C)(C)C	-12%	-16%	-13%	3	0%	-1%	-6%	30%[activator]	3%
Cc1ccc2[nH]cc(CCNC(=O)c3cccs3)c2c1	1%	-7%	1%	0	1%	13%	-8%	-9%	10%
CCOC(=O)c1ccc(NC(=O)c2c(N)n(Cc3ccccc3)c(=O)[nH]c2=O)cc1	-3%	·	2%	-6	·	3%	-2%	·	-1%
Cc1sc2ncnc(NCC3COc4ccccc4O3)c2c1C (centres undefined)	-14%	-10%	4%	-7	-18%	3%	-3%	1%	9%
O=C(Nc1ccccc1Cl)c1csc(-c2cccnc2)n1	-13%	-11%	-12%	-1	2%	-4%	-11%	-1%	?
Cc1c(S(=O)(=O)N2CCN(C(=O)c3ccco3)CC2)c(=O)n(C)c(=O)n1C	-6%	3%	-8%	9	-22%	3%	-9%	4%	2%
COc1ccc(NS(=O)(=O)c2cccc3ccccc23)cc1	-11%	·	4%	-4	·	8%	-3%	·	2%

Part of the list above, with values under each structure.
The line under a structure holds: POLH inh, Apoferritin bind, RGS4 inhibitor, LDHA inh, Pol beta inh, ERG-DNA inh, POLK inh, APE1 inh, ALOX12 inh
- O=C(N/N=C/C=C/c1ccccc1)c1cccs1
  -5%, -18%, 11%, -8, 2%, -12%, -19%, -5%, 0%
- CCOCCn1c(SCc2ccccc2)nc2c1c(=O)[nH]c(=O)n2C
  2%, 2%, 7%, -7, -1%, -6%, -18%, -8%, 29%
- O=c1c2ccccc2nc(N2CCN(c3ccccc3)CC2)n1Cc1ccccc1
  -13%, 5%, 6%, 0, -1%, 2%, -10%, -10%, 10%
